GoLoco inh red – qHTS Assay for Inhibitors of RGS12 GoLoco Motif Activity (Red Fluorophore) | Guanine nucleotide-binding protein G(i) subunit alpha-1 (Homo sapiens), P63096 | Gai1:RGS12 GoLoco peptide FP, rhodamine, 10 min | Potency, µM (top dose mostly 61.6 µM), without a hit: at the highest dose activity, negative = inhibition, hits mostly inhibitors | 0.44% of 230,000 active | AID 880, 2007; active = well fitted inhibition curve with a large enough effect, not every such curve was filed as active; inactive = no such curve, though single readings can be large or run the other way; also: nearly all actives have a fitted effect of over 30% in size; many of its hits are not listed in these tables
GAA inhib – qHTS Assay for Inhibitors of Human alpha-Glucosidase as a Potential Chaperone Treatment of Pompe Disease; purified human GAA, 4-MU-alpha-glucoside fluorescence; Potency, µM (doses to about 76.9 µM), inactives show at the highest dose activity change, negative = inhibition, hits mostly inhibitors; AID 1466, 2008; 0.005% of 200,000 active; Lysosomal alpha-glucosidase (Homo sapiens), P10253;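 also: plate controls were uninhibited enzyme wells for no effect and no-enzyme background for full effect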
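Read-out is 4-methylumbelliferone fluorescence (Ex 365/Em 440 nm) after NaOH/glycine stop at pH 10. Enzyme 4 nM, substrate 400 uM, pH 5.0 citrate buffer, 20 min room temperature; AC50 from Hill-equation concentration-response.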
TRb SRC2 PPI – qHTS for Inhibitors of the Interaction of Thyroid Hormone Receptor and Steroid Receptor Coregulator 2; Potency, µM (doses to about 106 µM), for inactives: at the highest dose activity change, negative = inhibition, actives largely listed as inhibitors; 0.065% of 280,000 active; Thyroid hormone receptor beta (Homo sapiens), P10828; AID 1469, 2008; TRbeta-SRC2 peptide binding, fluorescence polarization; receptor liganded with 1 µM T3;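 also: plate controls were bound peptide for no effect and peptide without receptor for full effect; nearly all actives have a fitted effect of over 50% in size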
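Polarization signal, normalized between peptide-alone and full complex controls, measured compound effects on T3-liganded human TRb LBD (0.6 uM) binding 20 nM Texas Red SRC2 peptide after 5 hr.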
GAA glycogen mod – qHTS Assay for Inhibitors and Activators of Human alpha-Glucosidase Cleavage of Glycogen; Lysosomal alpha-glucosidase (Homo sapiens), P10253; recombinant GAA, glycogen substrate, Amplex Red glucose oxidase fluorescence; Potency, µM (top dose mostly 76.4 µM), for inactives: at the top dose activity change, negative = inhibition, usual class: inhibitors; 0.38% of 300,000 active; AID 2100, 2009;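 also: 0% = full enzyme reaction and -100% = no-enzyme basal signal; the screen sought inhibitors and activators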
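qHTS, 1536-well; enzyme 4 nM final; cpd up to 77 uM; substrate bovine liver glycogen 30 ug; 50 mM citrate/phosphate pH 5.0, 0.01% Tween-20; 37 C, 40 min; Amplex Red detection 45 min RT; Hill fit → AC50.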
RECQ1 helicase – qHTS Assay for Inhibitors of RecQ-Like Dna Helicase 1 (RECQ1); ATP-dependent DNA helicase Q1 (Homo sapiens), P46063; RECQ1 DNA unwinding, red fluorescence kinetic read; Potency, µM (highest dose often 57.3 µM), for the others: at the top dose activity, negative = inhibition, most hits filed as inhibitors; 0.54% of 240,000 active; AID 2549, 2010;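 also: plate controls were vehicle for no effect and no enzyme for full effect; nearly all actives have a fitted effect of over 30% in size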
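RECQ1T1 50 nM; forked duplex (20 bp + 30-nt ss tails) 200 nM, ATP 2 mM final; pH 8.0, 2 mM MgCl2, 2.5 ug/ml poly(dI-dC); 15 min compound preincubation; discontinuous kinetic read over 2 h at RT.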
L3MBTL1 block – qHTS Assay for the Inhibitors of L3MBTL1; AlphaScreen L3MBTL1–H3K9me1 peptide binding; AID 485360, 2010; Lethal(3)malignant brain tumor-like protein 1 (Homo sapiens), Q9Y468; 0.66% of 230,000 active; Potency, µM (doses to about 57.1 µM), without a hit: at the top dose activity, negative = inhibition, actives largely listed as inhibitors; also: nearly all actives have a fitted effect of over 60% in size
Target sequence (Q9Y468 whole entry, looked up): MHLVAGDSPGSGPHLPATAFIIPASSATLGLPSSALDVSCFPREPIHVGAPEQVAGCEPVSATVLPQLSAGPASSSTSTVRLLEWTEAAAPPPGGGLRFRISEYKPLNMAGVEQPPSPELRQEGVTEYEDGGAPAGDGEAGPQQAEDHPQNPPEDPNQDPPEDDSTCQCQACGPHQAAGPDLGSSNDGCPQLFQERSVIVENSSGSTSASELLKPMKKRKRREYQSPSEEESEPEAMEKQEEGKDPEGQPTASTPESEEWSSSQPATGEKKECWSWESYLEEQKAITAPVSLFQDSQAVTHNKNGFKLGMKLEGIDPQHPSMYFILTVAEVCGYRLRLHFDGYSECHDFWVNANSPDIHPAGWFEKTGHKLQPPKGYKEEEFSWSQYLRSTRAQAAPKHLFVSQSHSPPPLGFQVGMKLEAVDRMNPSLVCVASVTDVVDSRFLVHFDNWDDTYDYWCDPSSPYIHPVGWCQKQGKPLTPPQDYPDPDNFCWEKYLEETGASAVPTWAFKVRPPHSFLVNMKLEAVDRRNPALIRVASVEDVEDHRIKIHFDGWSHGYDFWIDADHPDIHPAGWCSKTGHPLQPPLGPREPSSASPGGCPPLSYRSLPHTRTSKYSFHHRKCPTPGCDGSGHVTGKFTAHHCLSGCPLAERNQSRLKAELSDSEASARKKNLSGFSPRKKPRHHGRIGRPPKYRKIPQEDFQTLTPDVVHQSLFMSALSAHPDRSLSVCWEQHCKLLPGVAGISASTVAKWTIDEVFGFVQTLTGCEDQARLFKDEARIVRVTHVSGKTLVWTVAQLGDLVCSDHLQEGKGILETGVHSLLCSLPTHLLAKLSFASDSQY
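Displacement of a biotinylated histone H3(1-15) peptide monomethylated at Lys9 (75 nM) from L3MBTL1 (50 nM) was measured by AlphaScreen after a 30 min room-temperature compound incubation; cefsulodin titration served as intraplate control.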
aGlu spleen mod – qHTS Assay for Inhibitors and Activators of Human alpha-Glucosidase From Spleen Homogenate; Lysosomal alpha-glucosidase (Homo sapiens), P10253; human spleen homogenate, 4-MU-alpha-glucoside fluorescence; Potency, µM (doses to about 79.9 µM), without a hit: at the top dose activity change, negative = inhibition, hits mostly inhibitors; 0.006% of 240,000 active; AID 2112, 2009;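 also: 0% = enzyme with vehicle and -100% = no enzyme basal signal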
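Enzyme source: human spleen homogenate, 1 ug/well. Buffer 50 mM citric acid/K phosphate pH 5.0, 0.01% Tween-20. 4-MU-alpha-glucoside 1 mM; 37 C x 40 min; NaOH/glycine stop; fluorescence.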
TR SRC2 fluor cs – Total Fluorescence Counterscreen for Inhibitors of the Interaction of Thyroid Hormone Receptor and Steroid Receptor Coregulator 2; TRb/SRC2 Texas Red total fluorescence interference; AID 1479, 2009; Potency, µM (doses to about 106 µM), for inactives: at the top dose fluorescence change, negative = quenching; 0.29% of 280,000 active; active = well fitted curve in either direction with a large enough effect; inconclusive = small, poorly fitted or top-dose-only effect
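Human TRβ ligand-binding domain (0.6 uM) and Texas Red SRC2 peptide (20 nM) in Tris buffer with 1 uM T3 and 5% DMSO were incubated with pinned compound for 5 hr at ambient temperature. Total fluorescence was computed as S + 2P (555/632 nm).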
* hit, by the source's call; i = inactive; ? = inconclusive; . = not tested or not shown; [ ] = remark or other dose. Unless noted, calls follow the shape of the dose curve; as a rule, active = well fitted curve in the direction sought with a large enough effect; inconclusive = small, poorly fitted or top-dose-only effect, or another doubt; inactive = no such curve, though single readings can be large; an effect the other way counts as inactive or inconclusive. Unless noted, % is scaled to controls: 0 for no effect and ±100 for the full control effect; potency is read from the fitted curve at half-maximal effect. Not all compounds are listed; count on the stated rates, not on these rows.

SMILES | GoLoco inh red | GAA inhib | TRb SRC2 PPI | GAA glycogen mod | RECQ1 helicase | L3MBTL1 block | aGlu spleen mod | TR SRC2 fluor cs
O=c1[nH]c(SCc2nc3ccccc3c(=O)n2-c2ccccc2)nc2ccccc12 | 10% | -6% | 0% | 3% | -8% | -2% | 3% | ?
COc1ccc(CNS(=O)(=O)NCc2ccc(OC)c(OC)c2)cc1OC | -7% | 7% | 3% | 4% | -3% | 26% | -12% | 2%
COc1ccccc1-n1c(C)nnc1SCC(N)=O | -7% | -5% | -4% | 4% | -3% | 12% | 2% | 0%
N/C(=N\OC(=O)c1cccc2ccccc12)c1cccc([N+](=O)[O-])c1 | 11% | 0% | 2% | 2% | i | -3% | -17% | 0%
CCCCCOC(=O)CSc1nnc(-c2cc(OC)c(OC)c(OC)c2)o1 | 0% | -8% | -5% | 2% | -3% | 9% | 2% | -1%
O=C(NC1CCCCC1)N(Cc1nc2ccccc2c(=O)[nH]1)C1CCCCC1 | 5% | -13% | -25% | 6% | i | 11% | 2% | -1%
CC(C)(C)NCC(=O)N/N=C/c1ccc(OCc2ccccc2)cc1 | 9% | ? | 1% | 18% | i | -6% | -1% | 0%
O=C(NN=C1CCCC1)c1[nH]c2ccc(Cl)cc2c1-c1ccccc1 | -5% | -9% | -3% | ? | -8% | -13% | 4% | -3%
Nc1nc(C2CCOCC2)cs1 | 2% | . | -7% | 6% | 2% | -5% | 0% | 1%
CC(C)[C@@H]1NC(=O)[C@H](CCCCN)NC(=O)[C@@H](Cc2c[nH]c3ccccc23)NC(=O)[C@H](Cc2ccc(O)cc2)NC(=O)[C@@H](NC(=O)[C@H](N)Cc2ccccc2)CSSC[C@@H](C(=O)N[C@@H](Cc2c[nH]c3ccccc23)C(N)=O)NC1=O | . | . | 3% | . | 9% | . | -9% | -2%
CCC/C(O)=C1\C(=O)CC(C)(C)CC1=NCCO | 1% | -14% | 0% | 9% | i | 13% | -1% | 3%
Oc1ccc(N=Nc2ccc(Br)cc2)c(O)c1 | 9% | 0% | -6% | 4% | 5% | -28% | 3% | -12%
O=c1c2sc3nc(N4CCOCC4)c4c(c3c2ncn1CCc1ccccc1)CCCC4 | -3% | 0% | 1% | -3% | 9% | -2% | 1% | 0%
O=C(Nc1ccc(N2CCN(C(=O)c3ccccc3)CC2)c(Cl)c1)c1ccco1 | 6% | 1% | -4% | -1% | -7% | . | -7% | -3%
O=[N+]([O-])c1cc(-c2nnc(C34CC5CC(CC(C5)C3)C4)o2)cc([N+](=O)[O-])c1 | 5% | 1% | 5% | 2% | -1% | 0% | 1% | 2%
O=C(O)c1cn(CCOc2ccccc2Cl)c2ccccc12 | 10% | 4% | -4% | 4% | -1% | . | 12% | 2%
O=C(O)c1ccc(/C=N/NC(=S)NCCN2CCOCC2)cc1 | -3% | 13% | -11% | 4% | -10% | 21% | 3% | -5%
C[C@H](NC(=O)c1nc[nH]c1C(=O)N1CCN(c2ccccc2)CC1)C(=O)OC(C)(C)C | -1% | . | 3% | -10% | i | . | 0% | -3%
c1csc(Cc2nn3c(-c4ccncc4)nnc3s2)c1 | 12% | -2% | 1% | 3% | 10µM* | ? | 0% | -7%
CC1CCCN(C(=O)C2CCCN(S(=O)(=O)c3cccc4nsnc34)C2)C1 (stereo not drawn) | 3% | 0% | 4% | 4% | -14% | . | 1% | -1%
CN(CCc1ccccc1)Cc1nc(-c2cnccn2)no1 | 6% | ? | -7% | -9% | i | -3% | 4% | -5%
O=C(Nc1ccc(Cl)cc1)c1ccsn1 | -13% | -11% | -1% | -6% | 8% | 0% | -29% | -4%
Cn1c(=O)n(Cc2ccccc2)c(=O)c2c1nc1n2CCCN1Cc1ccccc1 | 12% | -8% | 3% | 4% | -21% | . | -5% | -5%
CCCCN(C(=O)Oc1ccccc1)C1CCS(=O)(=O)C1 (stereo not drawn) | 0% | . | -4% | 3% | -6% | 1% | 10% | 0%
O=C(CCN1CCN(c2ccccc2)CC1)N/N=C/c1ccc([N+](=O)[O-])o1 | 10% | -8% | -2% | -13% | -20% | -2% | 7% | -3%

The closing five compounds of the section before open the next one.
SMILES | GoLoco inh red | GAA inhib | TRb SRC2 PPI | GAA glycogen mod | RECQ1 helicase | L3MBTL1 block | aGlu spleen mod | TR SRC2 fluor cs
CN(CCc1ccccc1)Cc1nc(-c2cnccn2)no1 | 6% | ? | -7% | -9% | i | -3% | 4% | -5%
O=C(Nc1ccc(Cl)cc1)c1ccsn1 | -13% | -11% | -1% | -6% | 8% | 0% | -29% | -4%
Cn1c(=O)n(Cc2ccccc2)c(=O)c2c1nc1n2CCCN1Cc1ccccc1 | 12% | -8% | 3% | 4% | -21% | . | -5% | -5%
CCCCN(C(=O)Oc1ccccc1)C1CCS(=O)(=O)C1 (stereo not drawn) | 0% | . | -4% | 3% | -6% | 1% | 10% | 0%
O=C(CCN1CCN(c2ccccc2)CC1)N/N=C/c1ccc([N+](=O)[O-])o1 | 10% | -8% | -2% | -13% | -20% | -2% | 7% | -3%
Cc1ccsc1/C=C(\C#N)C(=O)NCc1ccco1 | -2% | -2% | -1% | 1% | -1% | 0% | -1% | 3%
O=C(CNC(=S)N(Cc1ccccc1)Cc1cccnc1)NC1CCCC1 | 5% | -13% | -4% | -2% | 1% | 1% | -11% | -1%
O=C(CSc1nnc(NC(=O)C2CCCCC2)s1)NCc1ccco1 | 5% | 0% | -2% | 5% | -9% | 0% | . | -1%
Cn1c(-c2ccc(F)cc2)cnc1SCC(=O)NCc1ccco1 | -2% | -2% | 5% | 0% | ? | -10% | 3% | 3%
Cc1cccc(Sc2nc(-c3ccccc3)ncc2C(=O)O)c1 | 4% | -13% | -1% | -2% | i | . | -5% | 2%
CC(C)C(=O)NC(=S)Nc1ccc(CN2CCOCC2)cc1 | -2% | 13% | -2%[53 µM] | 19% | 8% | 3% | 10% | -3%[53 µM]
COc1ccc(C(=O)N/N=C/C2CC=CCC2)cc1OC (stereo not drawn) | 1% | -4% | 3% | -28% | -1% | . | 4% | -1%
COC(=O)c1ccc(C(=O)OC)c(NC(=O)COc2ccccc2OC)c1 | 16% | 1% | -5% | -1% | -19% | 0% | -6% | 3%
OCCn1c(-c2ccc(F)cc2)csc1=Nc1ccccc1 | 2% | 1% | 7% | -1% | 1% | -24% | -16% | -1%
CCc1cccc(C)c1NC(=S)NCc1ccccc1 | 9% | 1% | 4% | -1% | -7% | -13% | -3% | -4%
CCn1c(NCCc2ccc(OC)c(OC)c2)nc2c1c(=O)n(C)c(=O)n2C | 1% | -1% | -11% | 3% | -3% | . | 5% | 0%
OCC1(Cc2ccccc2)CCN(Cc2ccc(-c3ccco3)cc2)CC1 | 13% | -3% | 5% | -9% | -6% | ? | 6% | -3%
CC(C)(C)C(=O)OCCn1c(=O)c2cc3c(=O)n(CCOC(=O)C(C)(C)C)c(=O)c3cc2c1=O | . | ? | 1% | -5% | 6% | 2% | -3% | 1%
CC(c1ccco1)N(C(=O)c1ccccc1NS(=O)(=O)c1cc([N+](=O)[O-])ccc1Cl)c1ccccn1 (stereo not drawn) | -2% | -3% | 7% | 2% | 5% | -10% | -4% | 1%
CCCCc1nn2c(N)c(/C=C3\C=Nc4ccccc43)c(=O)nc2s1 | 71%[activator] | 17% | 0% | 4% | -7% | -15% | -5% | -1%
O=C(NC(=S)N1CCN(c2ccc([N+](=O)[O-])cc2)CC1)c1ccccc1F | 17% | -30% | 0% | 4% | -9% | -17% | -10% | 0%
COc1cc(OC)c(NC(=S)NCc2ccc(F)cc2)cc1Cl | 8% | -2% | -3% | -21% | i | -10%[11.4 µM] | 0% | -5%
CCCCCCN1CC(O)=C(c2nc3ccccc3[nH]2)C1=N | . | 4% | -12% | 11% | -7% | 1% | 6% | -4%
CC(C)OCCCn1c(NN)nc2ccccc2c1=O | 45%[activator] | -5% | -5% | ? | i | . | 0% | 1%
C[C@@H](C(=O)Nc1ccc2ccccc2c1)[C@@H]1C[C@@]1(C)[C@@H](NS(=O)(=O)c1ccc2ccccc2c1)c1ccccc1 | 10% | . | -2% | . | -4% | . | -2% | -18%
O=C(C1CC1)N1CCc2cc(Br)cc(S(=O)(=O)NCc3ccc4c(c3)OCO4)c21 | 4% | ? | 0% | -4% | -5% | -6% | -4% | -4%
Cc1cc(C)c2nc(Cl)c(C3NC(=O)c4ccccc4N3)cc2c1 (stereo not drawn) | 0% | 4% | 7% | 4% | -8% | 4% | 6% | -1%
Cc1ccc2[nH]c(=O)c(CN(Cc3ccco3)C(=O)c3ccncc3)cc2c1 | 0% | -2% | 1% | -11% | -3% | -4% | -12% | -2%
Cc1ccc(C(=O)NS(=O)(=O)c2ccccc2)cc1 | 20% | ? | 0% | 21% | 2% | -1% | 3% | -1%
C=CCN(CC=C)C(=O)c1c(OC)cccc1OC | 4% | -2% | 1% | 4% | -1% | 7% | -9% | -3%
O=[N+]([O-])c1cnn(-c2nc(-c3ccccc3)cc(C(F)(F)F)n2)c1 | -4% | 2% | -1% | 6% | i | 4% | 0% | -1%
